# Cycloheximide cs – Cycloheximide Counterscreen for Small Molecule Inhibitors of Shiga Toxin. max response, %. 300,000 compounds, 12% hits. cell reporter, cycloheximide protein synthesis inhibition counterscreen. AID 2314, 2010; in the data active = max response mostly above about 13%, no sharp cut-off; inactive = mostly below about 14%; note: read at 38.3 µM for the half of the compounds with a filed dose; 0% is about no effect
# FBPA Giardia inh – qHTS Assay for Inhibitors of Fructose-1,6-bisphosphate Aldolase from Giardia Lamblia; purified Giardia FBPA; Potency, µM (highest dose often 59.6 µM), inactives show at the highest dose activity, negative = inhibition, hits mostly inhibitors; 290,000 compounds, 0.71% hits; note: potency is the fitted concentration of half-maximal effect; % is set by controls: 0 for no effect and ±100 for the full control effect; nearly all actives have a fitted effect of over 55% in size
# Target sequence (A8B2U2 whole entry, looked up): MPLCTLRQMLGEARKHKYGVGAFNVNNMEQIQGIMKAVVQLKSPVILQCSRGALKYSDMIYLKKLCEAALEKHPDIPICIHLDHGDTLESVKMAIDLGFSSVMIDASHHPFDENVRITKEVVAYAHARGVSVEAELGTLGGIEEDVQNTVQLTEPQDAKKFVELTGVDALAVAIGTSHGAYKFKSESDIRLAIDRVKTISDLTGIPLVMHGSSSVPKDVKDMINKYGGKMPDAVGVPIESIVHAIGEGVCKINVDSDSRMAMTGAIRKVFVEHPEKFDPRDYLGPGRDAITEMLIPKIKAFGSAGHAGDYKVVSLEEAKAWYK
#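 40 nM FBPA preincubated 10 min at RT with compound (up to 57.5 uM final), then substrate plus GAPDH/TPI/NAD/arsenate coupling and diaphorase/resazurin added. Fluorescence read after 20 min at RT, 525/598 nm.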
# Pf growth 96h – Primary qHTS for delayed death inhibitors of the malarial parasite plastid, 96 hour incubation | P. falciparum luciferase reporter growth, 96 h | 320,000 compounds, 6.9% hits | AID 504834, 2011 | Potency, µM (doses to about 28.7 µM), for inactives: at the top dose activity change, negative = inhibition, hits mostly inhibitors; note: potency is the fitted concentration of half-maximal effect; % is set by controls: 0 for no effect and ±100 for the full control effect
#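 Luminescence readout: decreased luciferase signal marks inhibited growth of reporter-expressing P. falciparum in infected red cells (2% hematocrit, 0.05% parasitemia final), exposed to compound two generations (96 h, 37 C, 5% CO2).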
# Shiga toxin inh – A qHTS for Small Molecule Inhibitors of Shiga Toxin | Vero cells, Shiga toxin protein synthesis inhibition reporter | inhibition, % at 38.7 µM | 290,000 compounds, 9.2% hits; in the data active = inhibition mostly above about 28%, no sharp cut-off; inactive = mostly below about 43%; note: 0% is about no effect
# Pf growth 48h – Primary qHTS for delayed death inhibitors of the malarial parasite plastid, 48 hour incubation | P. falciparum luciferase growth in erythrocytes, 48 h | Potency, µM (highest dose often 28.7 µM), for the others: top-dose activity change, negative = inhibition, usual class: inhibitors | 310,000 compounds, 5.9% hits | AID 504832, 2011; note: potency is the fitted concentration of half-maximal effect; % is set by controls: 0 for no effect and ±100 for the full control effect
#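 Erythrocytes infected with P. falciparum carrying an integrated firefly luciferase reporter (2% hematocrit, 0.1% parasitemia final) were exposed to compounds in RPMI 1640 with 0.5% Albumax at 37 C, 5% CO2. Growth inhibition was scored as reduced luminescence.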
# HCV inhibitor – qHTS Assay for Inhibitors of Hepatitis C Virus (HCV); AID 651820, 2012; 340,000 compounds, 3.4% hits; Huh7.5.1 HCVcc-Cre infection, luciferase reporter, 44 h; Potency, µM (highest dose often 41.8 µM), for the others: at the highest dose activity change, negative = inhibition, usual class: inhibitors; note: potency is the fitted concentration of half-maximal effect; % is set by controls: 0 for no effect and ±100 for the full control effect
#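 Seed cells (1,000/well) for 4 h; treat with compound and infect with HCVcc-Cre, moi about 0.5. Incubate 44 h, then detect luciferase activity.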
# Numbers without * were called inactive; ? = inconclusive; . = not tested or not shown; [ ] = dose if it differs, or a comment. Unless noted, calls come from the whole dose curve; as a rule, active = well fitted curve in the direction sought with a large enough effect; inconclusive = small, poorly fitted or top-dose-only effect, or another doubt; inactive = no such curve, though single readings can be large; an effect the other way counts as inactive or inconclusive.
1. CC(C(=O)NCCN1CCOCC1)c1ccc([N+](=O)[O-])cc1 (stereo not drawn)
2. Cc1nc2sc3c(c2c(=O)[nH]1)CCCC3
3. CCN1C(=O)/C(=C2\SC(N3CCCCC3)=NC2=O)c2ccccc21
4. Oc1c(Cl)cc(Cl)c2c1NCCC2
5. CCC(=O)N=c1ccn(C2=Nc3ccccc3NC2=C(C#N)C#N)cc1
6. CCCCC1=CC2=C(c3ccco3)C(=O)C(C)(OC(=O)c3ccc(OC)cc3)C(=O)C2=CN1CCCOC(C)C (stereo not drawn)
7. O=[N+]([O-])c1cc2c(cc1/C=N\NS(=O)(=O)c1ccccc1)OCO2
8. CCN(CC)S(=O)(=O)c1ccc(C)c(NC(=O)CNc2cccc(S(=O)(=O)N3CCCC3)c2)c1
assay / entry	1	2	3	4	5	6	7	8
Cycloheximide cs	-2	7	18*	2	-2	-2	-1	.
FBPA Giardia inh	3%	-1%	-5%	?	-10%	?	-21%	.
Pf growth 96h	61%[activator]	?	0%	31%[activator]	2%	-25%	10%	-17%
Shiga toxin inh	-10	-13	52*	7	-11	-2	-8	.
Pf growth 48h	-1%	1%	32%[activator]	?	5%	?	5%	12µM*
HCV inhibitor	8%	5%	?	?	18%	-8%	8%	10µM*

9. CCC(=O)N1CCc2cc(Br)cc(S(=O)(=O)N3CCCCC3CC)c21 (stereo not drawn)
10. COc1cc(CCCN2C(=O)C(=O)NC[C@@H]2Cc2ccc(O)cc2)cc(OC)c1OC
11. CN(C)c1ccc(/C=N/N2CCN(c3ccccn3)CC2)cc1
12. O=C(N/N=C\c1ccc2c(c1)OCO2)c1ccco1
13. Cc1nccc2oc(=O)c(NC(=O)c3ccc(Cl)cc3)cc12
14. O=C(c1ccccc1)N1CCN(c2ccc(NCc3ccc4c(c3)OCO4)cc2)CC1
15. CN1C(=O)/C(=C/c2ccccc2OCc2cccc(F)c2)N(C)C1=S
16. COc1cccc(NC(=O)COC(=O)CC(NC(N)=O)c2ccc(Cl)cc2)c1 (stereo not drawn)
assay / entry	9	10	11	12	13	14	15	16
Cycloheximide cs	-4	-3	34*	28*	23	2	8	-1
FBPA Giardia inh	-1%	7%	1%	1%	1%	0%	?	5%
Pf growth 96h	?	58%[activator]	10%	-8%	360%[activator]	?	?	22%
Shiga toxin inh	-7	2	91*	59*	21	4	-13	-4
Pf growth 48h	1µM*	36%[activator]	128%[activator]	196%[activator]	.	22%	.	5%
HCV inhibitor	-24%	11%	2%	0%	11%	11µM*	5%	3%

17. COc1ccc(Cl)cc1NC(=O)CN1C(=O)CSC1=O
18. COc1ccc(-n2nc(C(=O)Nc3ccc4c(c3)OCO4)c3ccccc3c2=O)c(OC)c1
19. COc1ccc(N(C(=O)CCl)C(C(=O)NC2CCCCC2)c2cccnc2)cc1 (stereo not drawn)
20. Cn1c(CC(=O)Nc2ccc(Cl)c(Cl)c2)nnc1SCC(=O)NCc1ccccc1
21. Cc1cc2occ(CC(=O)Nc3nnc(C4CC4)s3)c2cc1C
22. COc1ccc(C(=O)c2ccsc2N)cc1
23. Cc1ccc(C(=O)c2c(NC(=O)c3cccnc3)sc3c2CCCC3)cc1
24. O=C(Nc1nc(-c2cccnc2)cs1)c1ccccc1[N+](=O)[O-]
assay / entry	17	18	19	20	21	22	23	24
Cycloheximide cs	-3	-1	2	0	-6	28*	-4	-1
FBPA Giardia inh	.	4%	1%	7%	1%	1%	1%	2%
Pf growth 96h	?	31%[activator]	?	34%[activator]	.	127%[activator]	-25%	-14%
Shiga toxin inh	-10	-10	-8	4	22	51*	-16	15
Pf growth 48h	-9%	?	?	5%	-3%	87%[activator]	16%	?
HCV inhibitor	0%	12%	3.2µM*	2%	-5%	-8%	-21%	?

25. N/C(=N\OC(=O)c1ccccc1)c1cccnc1
26. COc1ccc2c(CN(C)c3ccccc3)cc(=O)oc2c1
27. Cc1ccnc(NC(=O)C(C)N2C(=O)c3ccccc3S2(=O)=O)c1 (stereo not drawn)
28. COc1cccc(NC(=O)c2ccc3c(c2)CCCC3)c1
29. N#Cc1ccccc1NC(=O)CN1C(=O)NC(Cc2c[nH]c3ccccc23)C1=O (stereo not drawn)
30. CC(C)CN1C(=O)c2ccc(C(=O)Nc3ccccc3C(=O)O)cc2C1=O
31. CCOC(=O)c1oc2ccccc2c1NC(=O)COc1cccc(OC)c1
32. Cc1ccc(CNS(=O)(=O)c2cc3c4c(c2)C(C)C(=O)N4CCC3)cc1 (stereo not drawn)
assay / entry	25	26	27	28	29	30	31	32
Cycloheximide cs	47*	22*	.	49*	.	55*	-2	-1
FBPA Giardia inh	-1%	-23%	.	2%	.	0%	8%	.
Pf growth 96h	0%	?	20%	311%[activator]	?	-15%	?	?
Shiga toxin inh	66*	48	.	73*	.	71*	21	4
Pf growth 48h	0%	-11%	?	273%[activator]	?	5%	3%	1%
HCV inhibitor	10%	?	-6%[8.37 µM]	1%	-7%	18%	-4%	-20%

# Some of these compounds in order of length of the SMILES, lowest first:
25. N/C(=N\OC(=O)c1ccccc1)c1cccnc1
26. COc1ccc2c(CN(C)c3ccccc3)cc(=O)oc2c1
31. CCOC(=O)c1oc2ccccc2c1NC(=O)COc1cccc(OC)c1
29. N#Cc1ccccc1NC(=O)CN1C(=O)NC(Cc2c[nH]c3ccccc23)C1=O (stereo not drawn)
assay / entry	25	26	31	29
Cycloheximide cs	47*	22*	-2	.
FBPA Giardia inh	-1%	-23%	8%	.
Pf growth 96h	0%	?	?	?
Shiga toxin inh	66*	48	21	.
Pf growth 48h	0%	-11%	3%	?
HCV inhibitor	10%	?	-4%	-7%

# Next section:
33. O=C(Cn1cc(C(=O)C2CC2)c2ccccc21)NCc1ccc2c(c1)OCO2
34. COC(=O)CCCNC(=O)c1ccc(S(=O)(=O)NCc2ccco2)cc1
35. COC(=O)c1cc2c(C(F)(F)F)nn(C)c2s1
36. CC1(C)CC(=O)c2cc(C(=O)NCc3ccco3)c(=O)n(-c3ccccc3)c2C1
37. CO[C@@H]1[C@@H](OC(N)=O)[C@@H](O)[C@H](Oc2ccc3c(O)c(NC(=O)c4ccc(O)c(CC=C(C)C)c4)c(=O)oc3c2C)OC1(C)C
38. CCC(NC(=O)CCCc1ccccc1)c1ccccc1 (stereo not drawn)
39. C=CCn1c(=O)c(C(=O)Nc2ncccc2O)c(O)c2ccccc21
40. Cc1cccc(NC(=O)c2cc(NC(=O)CCCC(=O)O)ccc2Cl)n1
assay / entry	33	34	35	36	37	38	39	40
Cycloheximide cs	1	.	-2	3	-1	-2	1	-3
FBPA Giardia inh	-2%	.	0%	8%	9%	1%	?	16%
Pf growth 96h	3%	0%	10%	.	.	?	-8%	.
Shiga toxin inh	-10	.	-4	3	-4	0	4	-6
Pf growth 48h	5%	-1%	-6%	?	.	-7%	62%[activator]	11%
HCV inhibitor	?	1%[8.37 µM]	-25%	-8%	.	-11%	8%	?

41. CC1CCCCC1NC(=O)CCCc1nc2ccccc2c(=O)[nH]1 (stereo not drawn)
42. CCOc1ccc(CC(=O)Nc2ccc(S(=O)(=O)Nc3cc(C)on3)cc2)cc1OCC
43. O=C(/C=C/c1cccc([N+](=O)[O-])c1)N1CCN(c2ccccc2F)CC1
44. O=C(Nc1nc2ccc(C(=O)N3CCCCC3)cc2s1)C1CCCCC1
45. Cc1cccc(N2C(=O)CC(N3CCN(Cc4ccc(Cl)cc4)CC3)C2=O)c1 (stereo not drawn)
46. Cc1nnc(SCC(=O)Nc2cc(C(F)(F)F)ccc2Cl)n1C
47. CCOC(=O)Cn1cncc1-c1ccc([N+](=O)[O-])cc1
48. Cc1ccc(Cn2ccc(NC(=O)c3cc(CC(C)C)on3)n2)cc1
assay / entry	41	42	43	44	45	46	47	48
Cycloheximide cs	7.8*	-4	-3	-3	-3	0	72*	9
FBPA Giardia inh	3%	17%	6%	2%	0%	-5%	-13%	0%
Pf growth 96h	?	?	45%[activator]	?	?	13%	-8%	-3%
Shiga toxin inh	23	-3	4	-27	-11	10	84*	24
Pf growth 48h	-30%	-16%	1%	0%	15%	22%	29%	-1%
HCV inhibitor	16%	0%	4%	-9%	18%	-2%	3%	?

49. CN(C)c1ccc(/C=C/C(=O)c2ccc3c(c2)OCO3)cc1
50. CC(C)CNC1=C(C(=S)Nc2ccccc2)C(=O)CC(C)(C)C1
51. CN(Cc1ccc(OC(F)F)cc1)C(=O)c1ccc2nccnc2c1
52. Cc1ccccc1NC(=O)CC1c2ccccc2CC(C)(C)N1C (stereo not drawn)
53. CS(=O)(=O)N(CCc1ccccc1)CC(=O)NCc1ccccc1Cl
54. O=C(NC1CCC(O)CC1)c1ccc(-c2ccc([N+](=O)[O-])cc2)o1 (stereo not drawn)
55. COc1cc(-c2nn3c(-c4cccc(C)c4)nnc3s2)cc(OC)c1OC
56. c1ccc(-c2nc3ccccn3c2NCc2ccc3c(c2)OCO3)cc1
assay / entry	49	50	51	52	53	54	55	56
Cycloheximide cs	.	-5	-4	-1	-4	17*	-3	2
FBPA Giardia inh	.	-2%	-15%	-7%	1%	-3%	3%	0%
Pf growth 96h	121%[activator]	-20%	?	152%[activator]	31%[activator]	16%	?	92%[activator]
Shiga toxin inh	.	-3	13	-3	-6	37	-16	-10
Pf growth 48h	150%[activator]	?	-9%	-27%	3%	20%	?	?
HCV inhibitor	-3%	?	3%	5%	15%	?	-11%	-20%

57. CN(C)CCN1C(=O)C(=O)/C(=C(/O)c2ccc(F)cc2)C1c1ccccc1 (stereo not drawn)
58. NC1=NN=C(N2N=C(c3ccc(Br)cc3)CC2(O)C(F)(F)F)n2ncnc2C1 (stereo not drawn)
59. CCOc1ccc(NC(=O)CCNC(=O)c2ccc(Br)cc2)cc1
60. CCn1nnc2cc(C(=O)Nc3cc(Cl)ccc3C)ccc21
61. Cc1ccccc1NC(=O)c1cccc(C(=O)Nc2ccccc2C)n1
62. CCCCOc1ncnc2c1[nH]c1ccc(C)cc12
63. O=C(C1CCCN(S(=O)(=O)c2cccc3nsnc23)C1)N1CCc2ccccc2C1 (stereo not drawn)
64. OC1(c2cccc(C(F)(F)F)c2)CCN(c2ncnc3c2[nH]c2ccccc23)CC1
assay / entry	57	58	59	60	61	62	63	64
Cycloheximide cs	0	-5	17	.	-1	43*	1	-4
FBPA Giardia inh	-9%	?	-8%	.	3%	4%	-15%	26%
Pf growth 96h	-18%	0%	23%	-12%	-21%	337%[activator]	.	69%[activator]
Shiga toxin inh	4	-2	53	.	-10	106*	13	-8
Pf growth 48h	0%	11%	32%[activator]	-6%	3%	203%[activator]	?	38%[activator]
HCV inhibitor	9%	1%	-18%	-19%	2%	-75%	?	?

65. CCOC(=O)C1CCN(C(=O)CSc2ccccc2)CC1
66. CC(C)(C)c1cc(NC(=O)COc2ccc(Br)cc2)n(-c2ccccc2)n1
67. COc1ccc(CCCc2n[nH]c(=S)o2)cc1C
68. OC[C@H]1O[C@@H](n2cnc3cc(Cl)c(Cl)cc32)[C@H](O)[C@H]1O
69. CC(C)CNC(=O)[C@H]1N2C(=O)c3ccccc3C2SC1(C)C (stereo partly drawn)
70. CCOP(=O)(OCC)C(NS(=O)(=O)c1ccccc1)C(Cl)(Cl)Cl (stereo not drawn)
assay / entry	65	66	67	68	69	70
Cycloheximide cs	18	-5	-2	-3	-4	1
FBPA Giardia inh	2%	-16%	11%	-2%	-26%	-10%
Pf growth 96h	1%	?	291%[activator]	.	-1%	41%[activator]
Shiga toxin inh	57	-17	33	-5	-8	-1
Pf growth 48h	6%	.	22%	.	.	-11%
HCV inhibitor	7%	-29%	4%	.	35%[activator]	20%
